Screening results from PubChem.
Mtb BioA inh: M. tuberculosis BioA enzyme inhibitors, primary screen, biochemical, plate reader, single point, HTS. 7,8-diaminopelargonic acid synthase BioA (Mycobacterium tuberculosis). purified M. tuberculosis BioA enzyme. inhibition, % at 9.99 µM. 360,000 tested, 0.096% active. AID 602481, 2012; in the data active = inhibition above about 40%
* marks the source's active call; other numbers are inactive results.

SMILES | Mtb BioA inh
CNC[C@H]1Oc2ncc(C#CCC3CCCC3)cc2C(=O)N([C@@H](C)CO)C[C@H]1C | -0.3
CO[C@H]1CN(C)C(=O)c2cc(NC(=O)c3cc(C)on3)ccc2OC[C@@H](C)N(C(C)=O)C[C@@H]1C | 0.5
O=C(CCN1CCCCC1)N[C@H]1CC[C@@H](CCn2cc(-c3ccccc3)nn2)O[C@H]1CO | 5.9
COCCNC(=O)[C@@H]1[C@@H](CO)[C@@H]2Cn3c(cccc3=O)[C@H]1N2Cc1cc(F)ccc1F | -0.4
CN1[C@@H]2Cn3c(ccc(-c4cccnc4)c3=O)[C@H]1[C@@H](C(=O)N1CCC(Cc3ccccc3)CC1)[C@@H]2CO | -0.1
Cc1cc(C(=O)Nc2cccc3c2O[C@H](CN(C)C(=O)Nc2ccccc2)[C@H](C)CN([C@@H](C)CO)C3=O)n(C)n1 | -2.8
CCS(=O)(=O)N[C@H]1C=C[C@H](CC(=O)NCc2ccc(F)cc2)O[C@H]1CO | -4.4
O=C(C[C@@H]1C[C@@H]2c3cc(NC(=O)NC4CCCC4)ccc3O[C@@H]2[C@@H](CO)O1)NCc1cccc(F)c1 | -1.5
CCCNC(=O)N1CC[C@@H]2[C@@H](CO)N(C)c3ccc(-c4ccc(F)cc4)cc3[C@@H]21 | 11
O=C(NCC[C@@H]1CC[C@H](NS(=O)(=O)c2cccc(F)c2)[C@@H](CO)O1)C1CCCCC1 | -1.9
O=C(N[C@H]1CC[C@H](CCNS(=O)(=O)c2ccc(F)cc2)O[C@@H]1CO)C1CCOCC1 | 1.2
CO[C@@H](CN(C)Cc1ccc(-c2ccccn2)cc1)[C@@H](C)CN(C(=O)Nc1ccc(F)cc1)[C@H](C)CO | -2.1

Three of these compounds in a different format:
molecule: COCCNC(=O)[C@@H]1[C@@H](CO)[C@@H]2Cn3c(cccc3=O)[C@H]1N2Cc1cc(F)ccc1F
  Mtb BioA inh: -0.4
molecule: CN1[C@@H]2Cn3c(ccc(-c4cccnc4)c3=O)[C@H]1[C@@H](C(=O)N1CCC(Cc3ccccc3)CC1)[C@@H]2CO
  Mtb BioA inh: -0.1
molecule: Cc1cc(C(=O)Nc2cccc3c2O[C@H](CN(C)C(=O)Nc2ccccc2)[C@H](C)CN([C@@H](C)CO)C3=O)n(C)n1
  Mtb BioA inh: -2.8

Other records.
SMILES | Mtb BioA inh
CC(C)NC(=O)N1C[C@H]2[C@@H](c3ccccc31)[C@H](CO)N2C(=O)c1ccccn1 | -1.7
CC(C)C#Cc1ccc2c(c1)O[C@@H](CN(C)C(=O)c1cccc(F)c1)[C@@H](C)CN([C@H](C)CO)S2(=O)=O | 13
Cc1noc(C)c1NC(=O)N(C)C[C@@H]1Oc2ncc(C#CC3CC3)cc2C(=O)N([C@@H](C)CO)C[C@H]1C | 0.3
Cc1noc(C)c1NC(=O)Nc1ccc2c(c1)C(=O)N([C@H](C)CO)C[C@H](C)[C@@H](CN(C)S(C)(=O)=O)OCCCC[C@H](C)O2 | 4.5
CCCNC(=O)N1[C@@H]2CN(C(=O)Nc3cccc(Cl)c3)c3ccccc3[C@@H]2[C@@H]1CO | -0.2
COC(=O)[C@@H]1[C@@H](CO)[C@@H]2Cn3c(ccc(-c4ccncc4)c3=O)[C@@H]2N1Cc1cccc(F)c1 | 11
C[C@@H]1CCCCO[C@H](CN(C)C(=O)Nc2ccc(F)cc2)[C@@H](C)CN([C@H](C)CO)C(=O)c2cc(NC(=O)C3CCCCC3)ccc2O1 | -0.7
O=C(NCC[C@H]1CC[C@H](NC(=O)C2CCOCC2)[C@@H](CO)O1)c1ccc(F)cc1 | 1.8
C[C@H](NC(=O)C[C@H]1C=C[C@H](NC(=O)Cc2ccccn2)[C@H](CO)O1)c1ccccc1 | -2.0
CCCC#Cc1cnc2c(c1)C(=O)N([C@@H](C)CO)C[C@H](C)[C@H](CN(C)S(=O)(=O)c1ccccc1)O2 | 0.4
O=C(C[C@@H]1CC[C@@H]2[C@H](COC[C@H](O)CN2S(=O)(=O)c2ccc(Oc3ccccc3)cc2)O1)NCCN1CCCCC1 | 9.2
Cc1ccccc1-c1cnc2c(c1)C(=O)N([C@@H](C)CO)C[C@H](C)[C@@H](CN(C)Cc1ccccc1F)O2 | 1.2

Reprinted at random: five entries already listed, in no set order.
SMILES | Mtb BioA inh
CCCC#Cc1cnc2c(c1)C(=O)N([C@@H](C)CO)C[C@H](C)[C@H](CN(C)S(=O)(=O)c1ccccc1)O2 | 0.4
Cc1noc(C)c1NC(=O)Nc1ccc2c(c1)C(=O)N([C@H](C)CO)C[C@H](C)[C@@H](CN(C)S(C)(=O)=O)OCCCC[C@H](C)O2 | 4.5
C[C@@H]1CCCCO[C@H](CN(C)C(=O)Nc2ccc(F)cc2)[C@@H](C)CN([C@H](C)CO)C(=O)c2cc(NC(=O)C3CCCCC3)ccc2O1 | -0.7
CC(C)NC(=O)N1C[C@H]2[C@@H](c3ccccc31)[C@H](CO)N2C(=O)c1ccccn1 | -1.7
C[C@H](NC(=O)C[C@H]1C=C[C@H](NC(=O)Cc2ccccn2)[C@H](CO)O1)c1ccccc1 | -2.0

Additional results follow.
SMILES | Mtb BioA inh
COCC(=O)Nc1ccc2c(c1)[C@H]1C[C@H](CC(=O)NCc3ccc4c(c3)OCO4)O[C@@H](CO)[C@H]1O2 | 0.1
COc1ccc(S(=O)(=O)N(C)C[C@H]2Oc3ccc(NC(=O)Nc4ccc5c(c4)OCO5)cc3CC(=O)N([C@H](C)CO)C[C@H]2C)cc1 | 0.8
C[C@@H]1CN([C@H](C)CO)C(=O)c2cc(-c3ccccc3F)cnc2O[C@@H]1CN(C)Cc1cccc(F)c1 | 0.3
CN1C(=O)c2cc(NC(=O)c3cscn3)ccc2OC[C@@H]2O[C@@H](CC(=O)NCc3ccc(Cl)c(Cl)c3)CC[C@H]21 | 0.4
Cc1ccc(S(=O)(=O)N(C)C[C@@H]2OCCCC[C@H](C)Oc3ccc(NC(=O)CCCCCC(=O)Nc4ccccc4N)cc3C(=O)N([C@H](C)CO)C[C@@H]2C)cc1 | -0.1
COc1ccc(S(=O)(=O)Nc2ccc3c(c2)CC(=O)N([C@H](C)CO)C[C@H](C)[C@@H](CN(C)C(=O)Nc2ccccc2)O3)cc1 | 1.6
CCS(=O)(=O)Nc1ccc2c(c1)C(=O)N(C)[C@H]1CC[C@@H](CC(=O)N3CCN(C)CC3)O[C@@H]1CO2 | -1.4
CN(C)C(=O)C[C@H]1CC[C@H](NC(=O)C2CCC2)[C@H](CO)O1 | -1.1
CC(C)NC(=O)N1C[C@@H]2[C@H](c3ccccc31)[C@H](CO)N2Cc1ccc(Cl)cc1 | -2.4
CCCNC(=O)N1[C@H](CO)[C@@H](c2ccc(C3=CCCCC3)cc2)[C@@H]1C#N | -2.4
CC(C)NC(=O)Nc1ccc2c(c1)CC(=O)N([C@H](C)CO)C[C@H](C)[C@H](CN(C)C(=O)Nc1ccc3c(c1)OCO3)O2 | 2.4
O=C(C[C@@H]1CC[C@@H]2[C@H](COC[C@@H](O)CN2S(=O)(=O)c2ccccc2)O1)Nc1ccc(-c2ccccc2)cc1 | -1.7
C[C@@H]1CN([C@H](C)CO)C(=O)c2cc(-c3cccc(F)c3)cnc2O[C@H]1CN(C)C(=O)c1ccccn1 | 7.0
CC(C)NC(=O)N(C)C[C@@H]1Oc2c(NC(=O)Nc3ccc4c(c3)OCO4)cccc2C(=O)N([C@H](C)CO)C[C@H]1C | -0.4
COc1ccc(CN(C)C[C@H]2OCCCC[C@@H](C)Oc3ccc(NS(=O)(=O)c4ccc(C)cc4)cc3C(=O)N([C@@H](C)CO)C[C@H]2C)cc1 | 2.8
CO[C@@H]1CN(C)C(=O)c2ccc(NC(=O)c3cccc(F)c3)cc2OC[C@H](C)NC[C@@H]1C | 1.2
CN1C(=O)c2cc(NC(=O)Nc3ccccc3F)ccc2OC[C@H]2O[C@@H](CC(=O)O)CC[C@@H]21 | 2.0
C[C@H]1CN([C@@H](C)CO)C(=O)Cc2cc(NC(=O)c3ccncc3)ccc2O[C@H]1CN(C)C | -2.2
C[C@H](CO)N1C[C@H](C)[C@H](CN(C)C(=O)Cc2cccnc2)Oc2cc(C3=CCCCC3)ccc2S1(=O)=O | 2.6
C[C@@H]1CN([C@H](C)CO)C(=O)c2cc(NS(=O)(=O)c3cn(C)cn3)ccc2O[C@@H](C)CCCCO[C@H]1CN(C)C(=O)Nc1ccc(C(F)(F)F)cc1 | -0.2
Cc1noc(C)c1NC(=O)N(C)C[C@@H]1Oc2ccc(NC(=O)CCN3CCOCC3)cc2CC(=O)N([C@H](C)CO)C[C@@H]1C | -6.6
C[C@@H]1CN([C@H](C)CO)C(=O)Cc2cc(NC(=O)C3CCCCC3)ccc2O[C@@H]1CN(C)Cc1ccc(Cl)c(Cl)c1 | -1.4
CCC(=O)N(C)C[C@@H]1Oc2ncc(C#CC3(O)CCCC3)cc2C(=O)N([C@@H](C)CO)C[C@H]1C | -2.8
O=C(C[C@@H]1C=C[C@H](NC(=O)Nc2ccccc2F)[C@@H](CO)O1)NCc1ccc(F)cc1 | -3.7
C[C@H]1CN([C@@H](C)CO)C(=O)Cc2cc(NC(=O)Cn3cnnn3)ccc2O[C@H]1CN(C)C(=O)Nc1cccc2ccccc12 | -0.9
C[C@@H]1CN([C@@H](C)CO)S(=O)(=O)c2ccc(C#C[C@@H](C)O)cc2O[C@H]1CN(C)C(=O)C1CC1 | 0.8
O=C(NCCN1CCCCC1)[C@@H]1[C@@H](CO)[C@@H]2Cn3c(cccc3=O)[C@@H]2N1C(=O)C1CC1 | -1.5
CC(C)C(=O)Nc1ccc2c(c1)C(=O)N(C)[C@H]1CC[C@@H](CC(=O)NCC3CC3)O[C@H]1CO2 | -4.5
CO[C@H]1CN(C)C(=O)c2cc(NC(=O)Nc3ccccc3)ccc2OC[C@@H](C)N(C(C)=O)C[C@H]1C | 1.1
CNC[C@H]1Oc2c(NS(=O)(=O)c3ccccc3)cccc2C(=O)N([C@@H](C)CO)C[C@H]1C | -1.4
COCc1cn(CC[C@H]2CC[C@H](NC(=O)Nc3ccc(Cl)cc3)[C@H](CO)O2)nn1 | 4.7
CO[C@H]1CN(C)C(=O)c2cc(NC(=O)c3ccc4c(c3)OCO4)ccc2OC[C@@H](C)N(CC2CC2)C[C@H]1C | -1.0
CCC(=O)Nc1ccc2c(c1)OC[C@@H](C)N(Cc1ccccc1C(=O)O)C[C@H](C)[C@@H](OC)CN(C)C2=O | -0.2
Cc1noc(C)c1NC(=O)N(C)C[C@H]1Oc2ccc(NC(=O)Nc3ccc(F)cc3)cc2CC(=O)N([C@H](C)CO)C[C@H]1C | 0.2
CC=Cc1ccc2n(c1=O)C[C@H]1[C@H](CO)[C@@H](C(=O)NCc3ccccc3)N(S(C)(=O)=O)[C@@H]21 (mixture of isomers) | 0.0
Cc1nc(N2[C@@H](C#N)[C@H](c3ccccc3)[C@@H]2CO)sc1C | -0.7
O=C(c1cccnc1)N1C[C@H]2[C@@H](c3ccccc31)[C@@H](CO)N2C(=O)Nc1ccccc1Cl | 2.8
O=C(CN1CCOCC1)N[C@@H]1CC[C@H](CCNC(=O)C2CCCC2)O[C@H]1CO | -2.0
COCC(=O)Nc1ccc2c(c1)C(=O)N(C)[C@@H]1CC[C@H](CC(=O)N3CCc4ccccc4C3)O[C@H]1CO2 | 0.8
CN1C(=O)c2cc(NC(=O)c3ccc(C(F)(F)F)cc3)ccc2OC[C@@H]2O[C@H](CC(=O)O)CC[C@@H]21 | -2.7
C[C@@H]1CN([C@H](C)CO)C(=O)Cc2cc(NC(=O)Cn3cnnn3)ccc2O[C@H]1CN(C)C(=O)Nc1ccc2c(c1)OCO2 | 0.2
C[C@@H]1CN([C@@H](C)CO)C(=O)Cc2cc(NC(=O)CCCN(C)C)ccc2O[C@@H]1CN(C)S(=O)(=O)c1cccs1 | -1.1
C[C@H](CO)N1C[C@H](C)[C@H](CN(C)C(=O)CCC(F)(F)F)OCCCC[C@H](C)Oc2ccc(NC(=O)C3CCCCC3)cc2C1=O | 1.9
O=C(CCN1CCCCC1)N[C@@H]1CC[C@@H](CCn2cc(-c3cccc(F)c3)nn2)O[C@H]1CO | 0.2
C[C@@H]1CCCCO[C@H](CN(C)Cc2ccncc2)[C@@H](C)CN([C@@H](C)CO)C(=O)c2cc(NS(C)(=O)=O)ccc2O1 | -3.0
COC(=O)C[C@@H]1CC[C@@H]2[C@H](COc3ccc(NC(=O)c4ccccc4OC)cc3C(=O)N2C)O1 | -1.5
CCCNC(=O)C[C@H]1CC[C@@H]2[C@H](COc3ccc(NC(=O)Nc4ccccc4)cc3C(=O)N2C)O1 | 8.8
CO[C@@H](CN(C)C(=O)c1ccccc1F)[C@@H](C)CN([C@@H](C)CO)S(=O)(=O)c1ccccc1 | -0.6
O=C(C[C@@H]1C=C[C@@H](NS(=O)(=O)c2cccc(F)c2)[C@H](CO)O1)N1CCCCC1 | -1.2
COCC(=O)Nc1ccc2c(c1)OC[C@@H](C)N(Cc1ccncc1)C[C@@H](C)[C@H](OC)CN(C)C2=O | -1.4
C[C@H]1CN([C@@H](C)CO)C(=O)c2cc(NC(=O)Nc3ccc(C(F)(F)F)cc3)ccc2O[C@H]1CN(C)C | 3.5
COc1ccc(-c2ccc3c(c2)[C@H]2[C@H](CCN2C(=O)Cc2cccnc2)[C@H](CO)N3C)cc1 | 43*
COc1ccc(CN(C)C[C@@H]2Oc3ccc(NC(=O)Nc4ccccc4)cc3C(=O)N([C@@H](C)CO)C[C@@H]2C)cc1 | -2.2
O=C([C@H]1[C@H](CO)[C@H]2Cn3c(ccc(-c4ccc(F)cc4)c3=O)[C@@H]1N2)N1CCCCC1 | -1.8
O=C(NCc1ccncn1)[C@@H]1[C@@H](CO)[C@@H]2Cn3c(ccc(-c4ccccc4)c3=O)[C@@H]2N1CC1CC1 | 1.5
CN(C)C(=O)C[C@@H]1CC[C@H]2[C@@H](COC[C@@H](O)CN2CC2CC2)O1 | 0.2

Not all compounds are listed; rates above refer to the full screens.
